Imprint erasure = genomic imprint erasure induction; Potency, µM (doses to about 60.7 µM), for inactives: at the top dose activity change, positive = activation, actives largely listed as activators; 110,000 tested, 0.02% active; mouse ES Peg3-LacZ reporter, beta-gal luminescence, 40 h;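 note: 0% = negative control wells on the plate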
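Imprint erasure is scored as LacZ activity from the silenced maternal Peg3 allele in feeder-free female ES cells cultured 40 h with LIF. Luminescence is normalized to in-plate negative controls and fitted to the Hill equation.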
p53ts 32C kill = kills p53ts cells at the permissive temperature | AID 924 | Potency, µM (highest dose often 46.1 µM), without a hit: top-dose activity change, negative = cytotoxicity, usual class: cytotoxic | 130,000 tested, 0.93% active | H1299-p53A138V at 32C, ATP luminescence viability, 24 h;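 note: 0% = DMSO and -100% = full killing by reference compound; nearly all actives have a fitted effect of over 55% in size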
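Cells: H1299 p53ts (A138V), 600/well, pre-incubated 16–30 h at 37C. Cpd up to 46 uM, 24 h, 32C. Readout: ATPlite luminescence, 20 min RT. Normalization: DMSO vs tamoxifen 100 uM. AC50 by Hill equation.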
p53ts 39C kill = p53ts cell cytotoxicity, nonpermissive temperature | H1299-p53A138V viability at 39C, ATP luminescence, 24 h | Potency, µM (top dose mostly 46.1 µM), without a hit: at the top dose activity change, negative = cell killing, actives largely listed as cytotoxic | 130,000 tested, 1.5% active; note: nearly all actives have a fitted effect of over 55% in size
IkB sig inh = suppresses IkB signaling in ABC-DLBCL reporter cells | Potency, µM (series often up to 57.1 µM), for inactives: at the highest dose IkBa stabilization activation | ABC-DLBCL IkBa-CBG/CBR dual luciferase ratio, 4 h; response scale: scaled: untreated 0%, proteasome inhibitor 100% | AID 445 | 110,000 tested, 0.04% active; active = well fitted curve in the direction sought with a large enough effect in the signal ratio, not every such curve was filed as active; inconclusive = small, poorly fitted or top-dose-only effect, or a change in a side signal; the % refers to the signal ratio;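 note: the direction sought is a rising ratio; 0% = basal untreated cells and 100% = reference inhibitor full response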
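Luminescence ratio of IκBα-fused green versus native red beetle luciferase in OCI-Ly3 cells, 4 h post-doxycycline with compound; red signal alone, scaled from basal (0%) to zero light (-100%), flagged nonspecific or cytotoxic effects.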
* marks the source's active call; other numbers are inactive results; ? = inconclusive; · = not tested or not shown; [ ] = remark or other dose. Unless noted, calls come from the whole dose curve; as a rule, active = well fitted curve in the direction sought with a large enough effect; inconclusive = small, poorly fitted or top-dose-only effect, or another doubt; inactive = no such curve, though single readings can be large; an effect the other way counts as inactive or inconclusive. Unless noted, % is set by controls: 0 for no effect and ±100 for the full control effect; potency is the fitted concentration of half-maximal effect.

SMILES	Imprint erasure	p53ts 32C kill	p53ts 39C kill	IkB sig inh
CCOC(=O)CC(=O)CSc1nc(C)cc(-c2cccnc2)c1C#N	-2%	6%	6%	0.4%
Nc1ncnc2c1ncn2CCN1CCCCC1	-15%	1%	7%	6.5%
CCOc1ccccc1CNC(=O)CCc1c(C)nn(-c2ccc(N3CCCCC3)nn2)c1C	-15%[10.9 µM]	-3%	-3%	0.7%
Cc1cc(N2CCCCC2)nc2ccc(NC(=O)/C=C/c3ccc(OCCC(C)C)cc3)cc12	2%[10.9 µM]	-3%	-14%	-1.4%
CCCn1c(COc2cccc(C)c2)nc2ccccc21	-8%[10.9 µM]	-8%	?	?
Clc1cccc(CSc2nnc(-c3cccnc3)n2Cc2ccco2)c1	-6%	3%	5%	0.3%
CCOCCCNCC(=O)Nc1ccc(OC(F)(F)F)cc1	-12%	-9%	-9%	-0.3%
CCOC(=O)c1cccc(NC(=O)N[C@@H](C)C(=O)OC)c1	9%	6%	13%	-1.3%
COc1cccc2cc(-c3nc(-c4cccs4)cs3)c(=O)oc12	11%	-4%	-17%	?
COc1ccc2c(c1)c(C(=O)CN1CCC3(CC1)OCCO3)c(C)n2C	-12%	-6%	-1%	-2.1%
Nc1ccccc1SCc1cn2ccccc2n1	-70%[inhibitor]	?	-22%	0.2%
O=S(=O)(Nc1nc2n(n1)C(c1ccccc1)C=C(c1ccc(Cl)cc1)N2)c1ccccc1 (stereo not drawn)	-6%[10.9 µM]	-3%	14%	9.1%
COC(=O)CCS(=O)(=O)c1cc(Cl)ccc1Cl	1%	3%	-8%	4.3%
Cc1cc(C)c2oc(=O)cc(CN3CCOCC3)c2c1	-10%	10%	-6%	-0.2%
COc1cc2[nH]c3c(N4CCN(c5ccc(Cl)cc5)CC4)ncnc3c2cc1OC	-23%	-14%	-10%	0.3%
Cc1cccc(C)c1NC(=O)COC(=O)c1nonc1N	1%	1%	-20%	0.3%
Cc1ccc2c(C)nc(NC3=NCN(C(C)C)CN3)nc2c1	-13%	7%	8%	-0.7%
Fc1ccccc1N1CCN(c2ncc3c(n2)CCN(Cc2cc(Br)cs2)C3)CC1	-6%[10.9 µM]	-3%	-8%	?
CC(=O)Nc1ccc(OC/C=C(\C)Cl)cc1	-1%	3%	2%	1.3%
Cc1cc(S(=O)(=O)n2ccnc2C(C)C)cc([N+](=O)[O-])c1C	-2%[10.9 µM]	-8%	19%	-1.0%
CCCS(=O)(=O)N1CCCC(C(=O)NCCN(Cc2ccccc2)C(C)C)C1 (stereo not drawn)	-9%	3%	3%	0.3%
CN(C)C(=O)c1ccc(-c2cncnc2NCc2cccs2)cc1	-23%	-2%	-1%	0.3%[11.4 µM]
CC1C=CCCOC1c1ccccc1 (stereo not drawn)	·	-2%[9.22 µM]	3%[9.22 µM]	·
Cn1c(CCN2CCCCC2)nc2cc(NC(=O)C3CCCCC3)ccc21	8%	-3%	10%	9.9%

Some of the entries so far, with each value named.
Cn1c(CCN2CCCCC2)nc2cc(NC(=O)C3CCCCC3)ccc21
  Imprint erasure = 8%; p53ts 32C kill = -3%; p53ts 39C kill = 10%; IkB sig inh = 9.9%

CC(=O)Nc1ccc(OC/C=C(\C)Cl)cc1
  Imprint erasure = -1%; p53ts 32C kill = 3%; p53ts 39C kill = 2%; IkB sig inh = 1.3%

COc1ccc2c(c1)c(C(=O)CN1CCC3(CC1)OCCO3)c(C)n2C
  Imprint erasure = -12%; p53ts 32C kill = -6%; p53ts 39C kill = -1%; IkB sig inh = -2.1%

CCOCCCNCC(=O)Nc1ccc(OC(F)(F)F)cc1
  Imprint erasure = -12%; p53ts 32C kill = -9%; p53ts 39C kill = -9%; IkB sig inh = -0.3%

New compounds follow:
SMILES	Imprint erasure	p53ts 32C kill	p53ts 39C kill	IkB sig inh
N=c1nc(N)nc(N)n1-c1ccc(S(N)(=O)=O)cc1	7%[10.9 µM]	-1%[9.22 µM]	5%[9.22 µM]	1.0%[11.4 µM]
O=c1oc2c(F)cc(F)cc2cc1S(=O)(=O)c1ccc(F)cc1	10%[10.9 µM]	-7%	-7%	?
CCN(CC)CCc1c(C)[nH]c(C(=O)OCc2ccccc2)c1C	-12%	-19%	0%	-0.6%
O=C(CCn1cnc2onc(-c3ccc(F)cc3)c2c1=O)Nc1cccc(C(F)(F)F)c1	-8%[10.9 µM]	-8%	-15%	?
Clc1ccc(CSc2nnc(Cn3cnc4ccccc43)o2)cc1	·	-6%	-16%	17%
CC(C)CC(=O)N1CCN(Cc2cccc(F)c2)CC1	-9%	-8%	10%	-0.5%
O=C(Cn1ccc2cc(S(=O)(=O)N3CCCCCC3)ccc21)NCc1cccc(Cl)c1	-15%[10.9 µM]	-9%	-10%	?
CCn1c(/C(C#N)=C/c2ccccc2Cl)nc2ccccc21	-11%[10.9 µM]	-21%	?	?
Cc1ccc(-c2noc(CCC(=O)Nc3cccc(C#N)c3)n2)cc1	-24%	-19%	-11%	?
CC(=O)N[C@@H]1CONC1=O	-8%[10.9 µM]	7%[9.22 µM]	4%[9.22 µM]	-0.8%[11.4 µM]
CC(=O)O[C@]12CC[N@+]3(C)CCCC[C@@H]3[C-]1Nc1ccccc12	-11%[10.9 µM]	-3%[9.22 µM]	-8%[9.22 µM]	0.2%[11.4 µM]
COc1ccc(NC2c3ncccc3C(=O)N2Cc2ccccc2)c(OC)c1 (stereo not drawn)	-14%	6%	16%	-1.7%

Compound profiles, from the list above.
`N=c1nc(N)nc(N)n1-c1ccc(S(N)(=O)=O)cc1` across the screens: Imprint erasure = 7%[10.9 µM]; p53ts 32C kill = -1%[9.22 µM]; p53ts 39C kill = 5%[9.22 µM]; IkB sig inh = 1.0%[11.4 µM]
`CC(=O)O[C@]12CC[N@+]3(C)CCCC[C@@H]3[C-]1Nc1ccccc12` across the screens: Imprint erasure = -11%[10.9 µM]; p53ts 32C kill = -3%[9.22 µM]; p53ts 39C kill = -8%[9.22 µM]; IkB sig inh = 0.2%[11.4 µM]

The list goes on:
SMILES	Imprint erasure	p53ts 32C kill	p53ts 39C kill	IkB sig inh
COC(=O)c1ccc(OC)c(CN2CCCN(Cc3ccc(C)cc3)S2(=O)=O)c1	-7%[10.9 µM]	7%	-6%	-1.1%
CCn1c(=O)sc2cc(NS(=O)(=O)c3ccc(C)cc3)ccc21	-13%[10.9 µM]	7%	-20%	?
CCOc1ccccc1C(=O)N(C)Cc1cc2ccccc2[nH]c1=O	-2%	7%	10%	-1.5%
c1ccc(-c2nnn(CCN3CCCCC3)n2)cc1	-6%[10.9 µM]	0%[9.22 µM]	1%[9.22 µM]	-1.1%[11.4 µM]
COc1ccc(NCc2nnc3n2CCCCC3)c(OC)c1	7%[10.9 µM]	10%	19%	0.3%
CC(=O)NCCOc1ccc2oc3ccccc3c2c1	-3%	-4%	-16%	4.4%
Cn1nnc2c(N3CCN(c4cccc(C(F)(F)F)c4)CC3)ncnc21	-7%[10.9 µM]	-7%	1%	1.1%
CCCn1c(CCCNC(=O)c2ccccc2OC)nc2ccccc21	-5%[10.9 µM]	-9%	11%	2.7%
Cc1cccc(CCNC(=O)c2cc3c(=O)n(C)c4ccccc4c3n2C)c1	-8%[10.9 µM]	5%	1%	-2.0%
Cc1ccc(CN2C(=O)C(C)(C)Oc3ccc(C(=O)N4CCCCC4)cc32)cc1	-3%	7%	5%	1.0%
CCC(C)NC(=O)CN(c1cc(C)ccc1OC)S(C)(=O)=O (stereo not drawn)	20%	-3%	4%	0.4%
O=C1CC(c2nc3ccccc3n2Cc2c(F)cccc2Cl)CN1c1cccc(C(F)(F)F)c1 (stereo not drawn)	-2%[10.9 µM]	1%	-8%	?
CCCC[C@@H]1C[C@H]1C(NC(=O)c1cccs1)c1ccc(-c2ccccc2)cc1 (stereo partly drawn)	-9%	-5%	-4%	·
COC(=O)C1C(c2ccccc2)C(C(=O)N2CCOCC2)C1c1ccccc1 (stereo not drawn)	0%	-8%	-9%	-0.6%

Screening results: PubChem, National Center for Advancing Translational Sciences (NCATS)
